SSB-PriA inh – K. pneumoniae PriA-SSBct interaction inhibition | inhibition, % at 33 µM | 0.6% of 430,000 active | AlphaScreen SSBct-PriA binding, biotinylated peptide | AID 1272365; in the data active = inhibition mostly above about 37%, no sharp cut-off; inactive = mostly below about 20%;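 note: plate controls were negative control peptide for no effect and reference peptide for full effect; strong numbers were not always called active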
PfHsp40 rescue – rescue of PfHsp40-mediated yeast toxicity. S. cerevisiae expressing PfHsp40, growth rescue, ATP luminescence. 0.68% of 340,000 active. growth rescue, % at 12.5 µM. AID 504582; in the data active = growth rescue above about 28%, passing the limit was not always enough;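 note: yeast W303a lacking pdr1 and pdr3 grown in galactose medium; growth measured after three days at 30 °C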
Yp Topo-I inh – Y. pestis Topo-I inhibition via cleavage products; Y. pestis Topo-I cleavage product accumulation, plate reader; activity, % at 10 µM; 0.064% of 360,000 active; in the data active = activity above about 50%, passing the limit was not always enough; note: inactives centre near 2
SARS 3CLpro inh – SARS-CoV 3CLpro protease inhibition. P0C6X7. recombinant SARS-CoV 3CLpro, quenched FRET peptide cleavage. inhibition, % at 6 µM. 0.14% of 290,000 active. AID 1706; in the data active = inhibition above about 12%
Vc quorum ag – induces V. cholerae light production without autoinducers. 0.16% of 350,000 active. activation, % at 18.7 µM. V. cholerae BH1578 lux reporter, luminescence, 6 h; in the data active = activation mostly above about 9.7%, no sharp cut-off; note: not every result past the cut was called active; inactives centre near 0; reference of the scale not given here
MazF activator – MazEF (E. coli) toxin RNase activation; 0.32% of 350,000 active; activation, % at 20 µM; FAM/BHQ RNA-DNA oligo cleavage fluorescence, 5 h; in the data active = activation above about 50%
Anthrax LF inh2 – blocks Bacillus anthracis lethal factor protease | inhibition, % at 10 µM | AID 588501 | 0.12% of 360,000 active | multiplex microsphere protease cleavage assay, LF; in the data active = inhibition above about 30%; note: plate controls were buffer without enzyme for full effect and enzyme alone for no effect
Target sequence (P15917 whole entry, looked up): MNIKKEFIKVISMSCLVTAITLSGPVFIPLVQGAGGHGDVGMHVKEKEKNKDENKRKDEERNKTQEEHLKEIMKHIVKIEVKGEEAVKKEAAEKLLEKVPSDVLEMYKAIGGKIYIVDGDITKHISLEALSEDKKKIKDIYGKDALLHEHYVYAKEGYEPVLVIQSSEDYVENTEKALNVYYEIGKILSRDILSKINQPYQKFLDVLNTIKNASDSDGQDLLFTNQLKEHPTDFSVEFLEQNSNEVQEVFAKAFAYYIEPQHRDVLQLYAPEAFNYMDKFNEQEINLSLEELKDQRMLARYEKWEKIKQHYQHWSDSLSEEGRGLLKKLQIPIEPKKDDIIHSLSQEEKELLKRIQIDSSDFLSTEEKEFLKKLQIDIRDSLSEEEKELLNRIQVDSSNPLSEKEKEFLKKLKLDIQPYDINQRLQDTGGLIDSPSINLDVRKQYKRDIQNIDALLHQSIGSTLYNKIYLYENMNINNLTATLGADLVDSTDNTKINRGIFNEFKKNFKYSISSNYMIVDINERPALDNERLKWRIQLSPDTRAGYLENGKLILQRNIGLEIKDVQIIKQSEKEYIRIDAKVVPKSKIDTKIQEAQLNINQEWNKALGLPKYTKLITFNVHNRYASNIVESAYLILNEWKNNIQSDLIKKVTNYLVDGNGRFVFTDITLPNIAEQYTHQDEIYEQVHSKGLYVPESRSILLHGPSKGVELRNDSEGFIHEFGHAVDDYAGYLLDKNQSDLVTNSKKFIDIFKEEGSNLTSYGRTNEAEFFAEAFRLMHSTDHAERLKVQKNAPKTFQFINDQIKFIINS
Rv3671c inh – inhibits the M. tuberculosis serine protease Rv3671c; 0.048% of 320,000 active; inhibition, % at 5.96 µM; in the data active = inhibition above about 38%;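 note: extracellular domain of Rv3671c used as enzyme; 0% = enzyme with DMSO and 100% = no enzyme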
TcdB inh – TcdB glycohydrolase inhibition; P18177; TcdB glycohydrolase enzymatic assay, plate reader; inhibition, % at 9.99 µM; 0.24% of 350,000 active; AID 652162; in the data active = inhibition above about 10%
DUSP3 inh – inhibitors of human VHR1 phosphatase (DUSP3); P51452; recombinant VHR phosphatase, pNPP absorbance; inhibition, % at 13.3 µM; 0.52% of 290,000 active; AID 1654; in the data active = inhibition above about 50%; note: some compounds called inactive have numbers as strong as hits
Target sequence (P51452 whole entry, looked up): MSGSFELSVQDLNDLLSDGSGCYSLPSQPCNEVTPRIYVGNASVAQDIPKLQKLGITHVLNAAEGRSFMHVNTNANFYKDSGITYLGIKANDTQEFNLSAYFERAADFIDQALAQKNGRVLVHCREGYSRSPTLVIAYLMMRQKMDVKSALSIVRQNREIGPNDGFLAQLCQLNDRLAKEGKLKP
The depositor's hits bear a star; i = inactive; x = not tested or not shown. The list is partial; the hit share may differ from the screen's.

1. Cc1nonc1NC(=O)OC1CCCCC1
2. OCCNc1cnc2ccccc2n1
3. O=C(Nc1nnc(C2CCCCC2)s1)c1ccco1
4. O=C(CC1OC(=O)c2ccccc21)c1ccco1 (stereo unspecified)
5. COC(=O)C1=C(c2cccc(OC)c2OC)C[C@@H]2CC[C@H]1N2C(=O)NCCCOC(C)C
6. Cc1[nH]c(=O)nc(SCc2cccc(Cl)c2)c1C#N
7. COc1ccc(CC(=O)N/N=C\c2cc(Br)c(O)c(Br)c2)cc1
8. O=C(COC(=O)c1ccc(F)c(S(=O)(=O)N2CCOCC2)c1)NC1CCCCC1

Assay by compound,1,2,3,4,5,6,7,8
SSB-PriA inh,2,-13,8,-8,-8,-14,x,-7
PfHsp40 rescue,-0.8,-1.2,-1.7,0.7,-0.3,0.3,-0.7,-0.3
Yp Topo-I inh,6,11,-9,5,-11,7,-5,5
SARS 3CLpro inh,-1,5,5,-6,x,-5,1,x
Vc quorum ag,0.2,-0.2,i,i,i,-0.6,i,i
MazF activator,1,-2,-9,-2,6,4,5,7
Anthrax LF inh2,-6,-7,1,-6,1,6,-14,-1
Rv3671c inh,-6,0,0,3,-1,-14,x,3
TcdB inh,1.2,0.2,x,x,1.4,-6.6,1.2,-1.8
DUSP3 inh,27,-11,10,0,x,-8,30,x

9. COc1cc2nc(C3CCC3)n(NC(=O)COc3ccccc3)c(=O)c2cc1OC
10. O=C(c1ccco1)N1CCN(C(=O)c2ccc(-c3ccc([N+](=O)[O-])cc3)o2)CC1
11. O=C1C2CCCCC2C(=O)N1c1nccs1 (stereo unspecified)
12. Cc1ccc(Nc2cc(=O)n(C3CCCCC3)c(=O)[nH]2)cc1C
13. CCNC(=S)N/N=C/c1cccs1
14. COc1ccc(OC)c(C2=NOC(C(=O)Nc3c(C)n(C)n(-c4ccccc4)c3=O)C2)c1 (stereo unspecified)
15. COc1ccc(-c2coc3cc(O)ccc3c2=O)cc1
16. COc1ccc(-n2c(CNC(=O)c3cc(OC)c(OC)c(OC)c3)n[nH]c2=S)cc1

Assay by compound,9,10,11,12,13,14,15,16
SSB-PriA inh,5,3,-7,-8,x,-19,16,-9
PfHsp40 rescue,0.5,-0.4,-0.3,-0.3,-0.6,-1.1,2.4,0.7
Yp Topo-I inh,4,1,1,-3,-10,1,-4,-9
SARS 3CLpro inh,-1,x,6,3,-6,x,x,0
Vc quorum ag,-0.3,-3.4,i,i,-0.7,-0.3,-2.8,i
MazF activator,2,-3,9,-12,-10,2,1,4
Anthrax LF inh2,-6,2,-7,2,1,-4,2,-5
Rv3671c inh,1,10,x,-5,-3,-4,-4,6
TcdB inh,x,0.2,0.3,x,x,0.4,0.6,x
DUSP3 inh,7,x,26,24,14,22,x,20

17. O=c1oc2cc(O)ccc2c2c1CCCC2
18. COC(=O)C(C)Oc1cc(C)ccc1COc1ccc(-n2nc(C)n(C(F)F)c2=O)cc1 (stereo unspecified)
19. COc1ccc(C2CC3(CC(C)(C)NC(=S)N3)Oc3cc(O)cc(C)c32)cc1OC (stereo unspecified)
20. O=C(NCCc1c[nH]c2ccccc12)C(=O)NCC1OCCN1S(=O)(=O)c1ccccc1 (stereo unspecified)
21. CCCCSc1nc2c(cnn2-c2ccc(C)c(C)c2)c(=O)[nH]1
22. CN(C)C(=O)N1CCC(C(=O)NC2CCCCCCC2)CC1
23. O=C(Nc1ccn(Cc2ccccc2)n1)c1n[nH]c([N+](=O)[O-])c1Cl
24. O=C(c1ccc2nc(Cc3ccccc3F)oc2c1)N1CC[C@H](O)C1

Assay by compound,17,18,19,20,21,22,23,24
SSB-PriA inh,-2,-13,11,-7,2,-15,-13,-1
PfHsp40 rescue,-0.3,0.7,0.4,-0.2,-0.6,33*,-0.4,-0.3
Yp Topo-I inh,5,2,4,1,3,5,-13,8
SARS 3CLpro inh,-6,x,4,1,2,-2,-2,2
Vc quorum ag,x,-0.8,i,i,-0.4,-1.5,-0.1,-0.2
MazF activator,7,7,1,-2,5,1,0,1
Anthrax LF inh2,-21,5,-3,-4,-3,0,0,0
Rv3671c inh,1,-5,3,5,7,2,4,-10
TcdB inh,x,-0.1,1.8,0.9,0.1,x,x,-6.5
DUSP3 inh,2,x,24,31,21,31,-5,28

25. COc1ccc(C2C(C(C)=O)=C(O)C(=O)N2CCCn2ccnc2)cc1OC (stereo unspecified)
26. O=C(CCNC(=O)C1CCN(S(=O)(=O)c2ccc(F)cc2)CC1)NCc1ccccc1
27. O=C(O)CSc1nnc(CNc2ccc(Cl)cc2)n1Cc1ccccc1
28. CC(=O)c1cc2c(cc1NC(=O)CCn1cnnn1)OCO2
29. CC(=O)Nc1ccc(/C(C)=N/NC(=O)c2ccccc2Cl)cc1
30. COc1ccc(NC(=O)CNC(=O)Cn2ccc3ccccc3c2=O)c(OC)c1
31. O=C(CCC1CCCC1)NCc1cccs1
32. O=C1NC(=O)N(c2ccccc2)C1=O

Assay by compound,25,26,27,28,29,30,31,32
SSB-PriA inh,-1,1,0,-14,x,-13,-12,14
PfHsp40 rescue,0.1,0.2,1.4,-1.1,0.4,-0.7,-0.2,-0.4
Yp Topo-I inh,-3,6,8,10,-8,8,8,7
SARS 3CLpro inh,x,-4,4,-4,8,3,-5,-5
Vc quorum ag,0.3,-0.9,i,-0.1,-0.4,-6.9,i,i
MazF activator,6,-3,0,8,-5,1,1,-11
Anthrax LF inh2,0,2,1,-2,-3,18,-2,-10
Rv3671c inh,-1,4,1,-8,3,2,1,-1
TcdB inh,x,1.7,x,0.8,x,-1.2,x,0.6
DUSP3 inh,25,-25,16,6,-1,26,36,7

Five of the compounds above, with values under each structure:
Order of values – SSB-PriA inh, PfHsp40 rescue, Yp Topo-I inh, SARS 3CLpro inh, Vc quorum ag, MazF activator, Anthrax LF inh2, Rv3671c inh, TcdB inh, DUSP3 inh
[32] O=C1NC(=O)N(c2ccccc2)C1=O
    14, -0.4, 7, -5, i, -11, -10, -1, 0.6, 7
[30] COc1ccc(NC(=O)CNC(=O)Cn2ccc3ccccc3c2=O)c(OC)c1
    -13, -0.7, 8, 3, -6.9, 1, 18, 2, -1.2, 26
[27] O=C(O)CSc1nnc(CNc2ccc(Cl)cc2)n1Cc1ccccc1
    0, 1.4, 8, 4, i, 0, 1, 1, x, 16
[29] CC(=O)Nc1ccc(/C(C)=N/NC(=O)c2ccccc2Cl)cc1
    x, 0.4, -8, 8, -0.4, -5, -3, 3, x, -1
[26] O=C(CCNC(=O)C1CCN(S(=O)(=O)c2ccc(F)cc2)CC1)NCc1ccccc1
    1, 0.2, 6, -4, -0.9, -3, 2, 4, 1.7, -25

The list goes on.
33. Cc1cc(N2CCN(C(=O)c3ccco3)CC2)n2ncnc2n1
34. COc1ccc(-c2c(N)n[nH]c2C)cc1OC
35. CS(=O)(=O)N(CC(=O)N1CCN(Cc2ccc3c(c2)OCO3)CC1)Cc1ccc(Cl)cc1
36. Cc1cc(C)n2nc(SCc3nnc(SCc4ccccc4Cl)s3)nc2n1
37. Cc1ccccc1OCC(=O)Nc1ccc(S(=O)(=O)Nc2ccccn2)cc1
38. O=C(/C=C/c1cn(-c2ccccc2)nc1-c1ccc2c(c1)OCCO2)NCCO
39. Cc1csc(NC(=O)c2cc3c(s2)CCC3)n1
40. CCOc1ccc2oc(C(=O)N(CCOC)c3c(N)n(CC(C)C)c(=O)[nH]c3=O)c(C)c2c1

Assay by compound,33,34,35,36,37,38,39,40
SSB-PriA inh,-6,-1,2,-11,-12,3,-8,-1
PfHsp40 rescue,0.3,-0.3,0.3,-0.3,11,-0.5,-0.6,-0.9
Yp Topo-I inh,-2,-1,13,2,8,-1,-7,5
SARS 3CLpro inh,1,0,-5,2,0,5,5,x
Vc quorum ag,-0.2,i,i,i,i,-0.2,-0.2,i
MazF activator,-8,4,-6,2,2,2,-6,1
Anthrax LF inh2,-1,-1,-3,-4,2,0,2,8
Rv3671c inh,1,-3,1,1,3,-56,-4,6
TcdB inh,x,1.9,x,x,x,0.9,x,0.5
DUSP3 inh,1,16,4,-7,0,20,-2,x

41. CCC(=O)Nc1ccc(N2CCN(C(=O)c3ccco3)CC2)c(Cl)c1
42. CCc1ccccc1N(CC(=O)NC1CCCCC1)C(=O)CCCC(=O)Nc1ccccn1
43. COc1cc(/C=C(\C#N)C(=O)Nc2cccnc2)ccc1OC(C)C
44. Cc1ccc(C(=O)NC(=S)/C=C2\N(C)c3ccccc3C2(C)C)cc1
45. COc1ccccc1N1C(=O)NC(=O)/C(=C/c2ccc3c(c2)Cc2ccccc2-3)C1=O
46. CCN(CC)CCCNc1ccc2ncn3c4ccc(O)cc4c(=O)c1c23
47. Cc1ccc(N2C(=O)CCC(C(=O)O)C2c2cccs2)cc1 (stereo unspecified)
48. O=C(N/N=C/c1cccs1)C1CC(=O)N(c2ccccc2)C1 (stereo unspecified)

Assay by compound,41,42,43,44,45,46,47,48
SSB-PriA inh,-6,10,5,21,-24,38,3,x
PfHsp40 rescue,0.7,1.5,-2.1,0.1,-0.1,1.2,0.5,-0.2
Yp Topo-I inh,-8,21,0,-7,1,-31,1,6
SARS 3CLpro inh,-5,-5,0,6,2,x,0,3
Vc quorum ag,-0.1,i,-0.3,-0.3,0.9,i,i,-0.2
MazF activator,0,-3,5,-9,-23,-883,10,2
Anthrax LF inh2,0,3,0,19,-2,-26,17,-2
Rv3671c inh,x,6,4,-29,-12,x,6,2
TcdB inh,-0.3,1.0,x,-0.5,0.2,-4.6,3.1,x
DUSP3 inh,-4,-15,-5,26,-7,x,-3,-1

49. O=C(NCCc1ccccc1F)C1CC(=O)N(c2cccc(C(F)(F)F)c2)C1 (stereo unspecified)
50. O=C(Nc1ccc(Cl)cc1)N(Cc1cccs1)Cc1cccs1
51. O=C(CN1CCOCC1)Nc1ccccc1Sc1ccccc1
52. CC(C)Cc1ccc(CN2CCCC(NC(=O)c3cnc4ccccn4c3=O)C2)cc1 (stereo unspecified)
53. COC(=O)c1c(NC(=O)c2ccc(C)c(S(=O)(=O)Nc3ccccc3C)c2)sc2c1CCCC2
54. COc1ccc(CNC(=O)C/C(C)=N/NC(=O)C23CC4CC(CC(C4)C2)C3)cc1
55. CCN(CC)CCNC(=O)c1ccc(NC(=O)Cc2ccsc2)cc1
56. COc1cc(C)c(S(=O)(=O)N2CCCC2)cc1C(C)C

Assay by compound,49,50,51,52,53,54,55,56
SSB-PriA inh,3,-37,2,-3,-10,x,-3,-9
PfHsp40 rescue,2.0,24,-1.6,1.4,0.5,15,-1.9,5.9
Yp Topo-I inh,4,9,-3,46,0,8,-4,19
SARS 3CLpro inh,x,6,4,3,-3,-3,1,-4
Vc quorum ag,i,6.7,-0.3,-0.3,i,-0.2,i,-0.6
MazF activator,-3,-4,4,10,-2,3,2,5
Anthrax LF inh2,-1,-7,-2,-2,-7,1,3,5
Rv3671c inh,x,-12,2,1,-2,6,-4,6
TcdB inh,-0.5,x,0.0,0.3,x,1.1,0.9,0.0
DUSP3 inh,x,-2,-12,5,8,34,22,13

57. CC(C)(C)c1ccc(S(=O)(=O)N2CCN(CC(O)CN3CCOCC3)CC2)cc1 (stereo unspecified)
58. Cc1noc(C)c1C(=O)N(CC(C)C)c1nc2ccccc2s1
59. C=CCC(CC)C(=O)NC(=O)N1CCCc2ccccc21 (stereo unspecified)
60. Cc1ccc(COC(=O)c2nn(C)c(=O)c3ccccc23)cc1
61. CCCCC1=CC2=C(c3ccco3)C(=O)C(C)(OC(=O)c3ccc(OC)cc3)C(=O)C2=CN1CCCN(CC)CC (stereo unspecified)

Assay by compound,57,58,59,60,61
SSB-PriA inh,-2,-9,-11,-12,2
PfHsp40 rescue,20,-0.3,-0.1,-0.6,0.9
Yp Topo-I inh,-2,4,4,4,12
SARS 3CLpro inh,x,4,1,4,x
Vc quorum ag,i,-0.3,-0.3,-1.4,i
MazF activator,8,1,4,-1,-3
Anthrax LF inh2,7,-4,2,-3,-10
Rv3671c inh,-1,-4,-4,-4,-8
TcdB inh,0.8,1.6,-0.3,0.6,-1.1
DUSP3 inh,x,-9,31,0,11

Source: PubChem (several laboratories)
